# Assay outcomes (PubChem BioAssay)
# ATXN2 expr inh – inhibitors of ATXN2 expression | HEK-293 ATXN2-luciferase reporter, luminescence, 24 h | Potency, µM (highest dose often 57 µM), for the others: at the top dose activity change, negative = inhibition, usual class: inhibitors | actives 0.72% (n = 360,000); also: potency is read from the fitted curve at half-maximal effect; % is scaled to controls: 0 for no effect and ±100 for the full control effect; nearly all actives have a fitted effect of over 55% in size
#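 ATXN2-luciferase reporter cells (luciferase flanked by upstream and downstream ATXN2 gene portions) were treated 24 h at 37 °C with compounds at up to 57 uM. SteadyGlo luminescence gave expression; GF-AFC fluorescence gave viability.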
# Nrf2 ARE act – activates Nrf2 signaling | AREc32 ARE-luciferase reporter (MCF7-derived line), luminescence, 24 h | Potency, µM (titrated, usually from 46.1 µM), inactives show top-dose activation, most hits filed as activators | actives 0.31% (n = 410,000); also: potency is read from the fitted curve at half-maximal effect; % of control where 0% means no effect; nearly all actives have a fitted effect of over 65% in size
#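 Luciferase luminescence (Steady-Glo, 30 min at room temperature) served as the read-out of ARE activation in AREc32 cells treated with compounds for 24 hr at 37 deg C.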
# TGFb SMAD3 inh – TGF-b pathway inhibition. HepG2 CAGA-GFP TGF-b/SMAD3 reporter, GFP fluorescence, 18 h; TGF-beta stimulated, 500 pg/mL final. Potency, µM (titrated, usually from 46.1 µM), for the others: at the highest dose activity, negative = inhibition, hits mostly inhibitors. actives 1.2% (n = 410,000). AID 588855; also: potency is read from the fitted curve at half-maximal effect; % is scaled to controls: 0 for no effect and ±100 for the full control effect; nearly all actives have a fitted effect of over 65% in size
#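 HEPG2 CAGA-GFP cells (1000/well, DMEM with 1% FBS) were pre-incubated 2 h at 37 degrees C, given compound by pin tool, then stimulated with TGF-beta at 500 pg/mL final for 18 h before per-cell GFP fluorescence imaging.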
# IL-2 act – activators of IL-2 | actives 0.065% (n = 360,000) | AID 652025 | IL-2 activation reporter assay, cell-based qHTS; stimulated with anti-CD3/CD4/CD28 beads; in transgenic mouse T cells | activation, % (series mostly up to about 46 µM); in the data active = activation above about 50%; inconclusive = mostly about 30% to 49%; also: 0% is about no effect
#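 Readout is EGFP and DsRed signal by fluorescent plate cytometry after 18 h at 37 degrees C. Transgenic mouse T cells (750/well) received compound for 60 min before bead stimulation (anti-CD3, anti-CD4, anti-CD28); memory T cells served as non-tolerant control.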
# S2 tox – reduces viability in counter-screen for ATXN expression inhibitors | S2 cells (HEK-293 line with an ATXN2-luciferase reporter) viability, CellTiter-Fluor protease fluorescence, 24 h | actives 0.49% (n = 400,000) | Potency, µM (top dose mostly 56.7 µM), usual class: cytotoxic; also: potency is read from the fitted curve at half-maximal effect; nearly all actives have a fitted effect of over 40% in size
# A549 tox – counter-screen for Nrf2 inhibitors: cytotoxicity in A549 cells; A549 ARE-Fluc cells, CellTiter-Fluor viability, 18-24 h; Potency, µM (top dose mostly 46 µM), for inactives: at the highest dose activity change, negative = cytotoxicity, usual class: inhibitors; actives 0.16% (n = 390,000); AID 504648; also: potency is read from the fitted curve at half-maximal effect; % is scaled to controls: 0 for no effect and ±100 for the full control effect
#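 A549 ARE-Fluc cells in 5% FBS OPTI-MEM, 5000 cells/well, rested 2 h then exposed to compounds in concentration-response for 18-24 h at 37 °C. Viability by CellTiter-Fluor fluorescence (Ex 405/Em 525) after 30 min; luciferase luminescence (BugLite, 15 min, RT) read afterwards.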
# EPAC2 ag – EPAC2 (human) agonism. actives 0.079% (n = 360,000). Q8WZA2. Potency, µM (highest dose often 154 µM), without a hit: at the top dose activation, most hits filed as activators. EPAC2 activation, biochemical qHTS; response scale: 100% = 6.5 mM cAMP response. AID 720711; also: potency is read from the fitted curve at half-maximal effect; nearly all actives have a fitted effect of over 50% in size
# Target sequence (Q8WZA2 whole entry, looked up): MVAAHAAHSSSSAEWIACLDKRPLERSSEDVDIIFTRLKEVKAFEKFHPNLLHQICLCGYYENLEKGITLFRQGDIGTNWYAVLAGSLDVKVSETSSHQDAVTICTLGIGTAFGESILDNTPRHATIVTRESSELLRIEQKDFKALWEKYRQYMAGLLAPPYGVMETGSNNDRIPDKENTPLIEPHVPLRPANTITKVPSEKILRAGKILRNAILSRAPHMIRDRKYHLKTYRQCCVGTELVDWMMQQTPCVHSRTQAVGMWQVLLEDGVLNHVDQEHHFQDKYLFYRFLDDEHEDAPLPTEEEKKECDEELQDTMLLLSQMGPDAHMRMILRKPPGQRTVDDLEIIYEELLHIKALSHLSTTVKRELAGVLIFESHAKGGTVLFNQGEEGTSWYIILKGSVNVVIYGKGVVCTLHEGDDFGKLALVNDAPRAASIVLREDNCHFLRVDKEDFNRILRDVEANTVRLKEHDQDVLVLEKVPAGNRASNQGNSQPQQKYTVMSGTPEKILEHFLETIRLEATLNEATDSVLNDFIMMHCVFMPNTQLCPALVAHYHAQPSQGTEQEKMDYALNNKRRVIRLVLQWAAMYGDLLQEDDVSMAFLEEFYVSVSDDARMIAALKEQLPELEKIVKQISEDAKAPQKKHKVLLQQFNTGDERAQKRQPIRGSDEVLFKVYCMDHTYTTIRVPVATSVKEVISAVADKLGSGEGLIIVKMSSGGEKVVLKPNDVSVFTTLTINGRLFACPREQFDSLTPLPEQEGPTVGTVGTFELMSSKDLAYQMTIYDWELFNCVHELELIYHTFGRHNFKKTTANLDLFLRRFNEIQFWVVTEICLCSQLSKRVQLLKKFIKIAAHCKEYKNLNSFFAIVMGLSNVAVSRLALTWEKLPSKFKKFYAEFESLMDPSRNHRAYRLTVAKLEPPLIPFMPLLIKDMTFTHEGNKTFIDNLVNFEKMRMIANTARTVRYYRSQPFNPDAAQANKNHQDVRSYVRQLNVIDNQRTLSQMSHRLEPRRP
#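 Fluorescence exchange assay: 100 nM EPAC2 with 250 nM RAP1B-BODIPY-GDP and 50 uM GDP; compounds tested as a concentration-titration series (qHTS). Loss of Rap1-bound BODIPY-GDP fluorescence read at 480/540 nm; data normalized to 6.5 mM cAMP.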
# HepG2 viability – HepG2 cytotoxicity, counter-screen for TGF-b inhibitors. Potency, µM (titrated, usually from 46.1 µM), inactives show top-dose activity change, negative = cytotoxicity, actives largely listed as cytotoxic. AID 588856. actives 0.76% (n = 410,000). HepG2 CAGA-GFP viability, ATP luminescence, 18 h; also: potency is read from the fitted curve at half-maximal effect; some results filed as inactive show a strong effect at the top dose
#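 HepG2 CAGA-GFP cells (1000/well, DMEM with 1% FBS) received compound, then TGF-beta at 500 pg/mL final, and were incubated 18 hours at 37 degrees C. Viability was read by CellTiter-Glo luminescence. Media-only wells were set as complete cell-killing and DMSO as no toxicity.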
# Nrf2 block – inhibitors of Nrf2 signaling. actives 2.1% (n = 360,000). AID 504444. Potency, µM (top dose mostly 46 µM), without a hit: at the top dose activity change, negative = inhibition, hits mostly inhibitors. A549 ARE-Fluc reporter, luciferase luminescence, 18-24 h; also: potency is read from the fitted curve at half-maximal effect; % is scaled to controls: 0 for no effect and ±100 for the full control effect; nearly all actives have a fitted effect of over 60% in size
#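 A549 ARE_Fluc cells, 5000/well, 5% FBS OPTI-MEM; compounds in dose-response, 18-24 h at 37 °C/5% CO2; CellTiter-Fluor viability read (Ex 405/Em 525), then BugLite luciferase luminescence = Nrf2 activity.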
# The depositor's hits bear a star; i = inactive; u = inconclusive; x = not tested or not shown; [ ] = another dose, or the depositor's remark. Unless noted, calls follow the shape of the dose curve; as a rule, active = well fitted curve in the direction sought with a large enough effect; inconclusive = small, poorly fitted or top-dose-only effect, or another doubt; inactive = no such curve, though single readings can be large; an effect the other way counts as inactive or inconclusive.
SMILES	ATXN2 expr inh	Nrf2 ARE act	TGFb SMAD3 inh	IL-2 act	S2 tox	A549 tox	EPAC2 ag	HepG2 viability	Nrf2 block
Cc1cn(CC(=O)NCCCN2CCCC2=O)c(=O)[nH]c1=O	2%	-0.4%	-11%	-0.3	i	2%	13%	-2%	-14%
CC(Oc1cccc(Cl)c1)C(=O)NCCCCc1ccccc1 (stereo not given)	4%	0.1%	u	0.1	i	8%	16%	-28%	6%
COc1ccc(N2CCN(C(c3nnnn3CCc3ccccc3)C(C)C)CC2)cc1 (stereo not given)	1%	0.0%	-5%	-1.4	i	-7%	4%	-26%	-9%
Cc1cc(C(=O)OCC(=O)NC(=O)c2cccn2C)c2ccccc2n1	x	0.4%	-23%	0.0	i	-4%	0%	-22%	9%
O=S(=O)(c1ccc(Cl)cc1)c1nc(-c2cccc(Br)c2)oc1NCc1ccccc1	9%	1.0%	-22%	x	i	0%	x	8%	1%
CC[C@]12c3[nH]c4cc(CCC(=O)N(C)C)ccc4c3CCN1C(=O)[C@@H](CC(=O)NCCCN(C)C)C[C@@H]2C(=O)N1CCN(C(=O)c2ccco2)CC1	6%	-0.8%	-2%	-0.2	i	3%	8%	-16%	1%
C/C(N)=C(/C#N)C(=O)CSc1nc(-c2ccccc2)c(-c2ccccc2)o1	0%	3.8%	u	-2.4	u	2%	12%	-59%	u
C=CCNc1nc(C(=O)OC(C)C(=O)c2ccc(C)cc2)cs1 (stereo not given)	x	6.1%	5%	0.3	i	9%	2%	0%	3%
O=C(C1CCCN(Cc2ccccc2F)C1)N1CCc2ccccc2C1 (stereo not given)	-21%	-0.3%	-18%	-3.4	i	3%	u	-15%	-2%
Cc1ccc2c(CC(=O)Nc3ccc4nc(N5CCOCC5)sc4c3)coc2c1	x	12%	-10%	1.0	i	x	-13%	-29%	x
CCCCCCNC(=O)c1c[nH]c2ccc(S(=O)(=O)N(C)c3ccc(C(C)C)cc3)cc2c1=O	11%	-1.0%	0%	x	u	2%	x	1%	x
COc1ccc(OC)c(NC(=O)CSc2nc(=O)n(CCN3CCOCC3)c3c2CCCC3)c1	-4%	-0.2%	-31%	1.1	i	-2%	-8%	-19%	-9%
COc1ccc(OC)c(C(C)NC(=S)Nc2ccc(S(=O)(=O)Nc3ncccn3)cc2)c1 (stereo not given)	4%	-0.4%	10%	0.8	i	0%	-3%	0%	-11%
O=C(Nc1nnc([C@@H]2C[C@H](O)[C@@H](CO)O2)s1)c1cccc(Oc2ccccc2)c1	8%	4.5%	3%	-0.3	i	x	11%	-16%	x
NS(=O)(=O)c1ccc(N=Cc2c(O)n(-c3nccs3)c(=O)c3ccccc23)cc1	4%	0.0%	-3%	1.1	i	-11%	3%	9%	9%
CC1(C)CC(=O)C(CCCN2C(=O)c3ccccc3C2=O)C(=O)C1	3%	0.2%	-21%	2.0	i	-1%	5%	-6%	2%
Cc1ccc(OCC(=O)Nc2cccc3ccccc23)c([N+](=O)[O-])n1	x	u	-2%	-0.9	i	8%	4%	-15%	u
CN1CCN(C(=O)C(Cc2ccccc2)NS(=O)(=O)c2ccc3c(c2)CCC(=O)N3)CC1 (stereo not given)	-9%	-0.3%	3%	-0.9	i	5%	4%	-9%	-13%
COc1ccc(NC(=O)c2ccc3c(c2)NC(=O)CO3)cc1OC	-8%	-0.7%	u	0.1	i	-8%	0%	1%	-5%
Cc1ccc(C(=O)c2cc([N+](=O)[O-])ccc2N2CCCCC2)cc1	-3%	3.3%	u	-1.0	i	16µM*	2%	-14%	u
Cn1c(=O)c2c(nc(N3CCOCC3)n2Cc2ccccc2)n(C)c1=O	5%	-0.3%	-1%	x	i	0%	x	-2%	-16%
O=C(COC(=O)C1CCN(S(=O)(=O)c2cccs2)CC1)NCc1ccccc1	15%	0.1%	3%	-0.3	i	2%	-3%	19%	u
O=C(Nc1ccccc1N1CCCC1)c1cccc(Cl)c1Cl	-13%	4.3%	-18%	-3.9	i	5%	6%	-26%	u
CC(=O)c1ccc(OC(C)C)c(CN2CCCCC2)c1	2%	-0.2%	-2%	-0.5	i	1%	5%	6%	25%
Cn1cnnc1SCC(=O)N1CCc2ccccc21	2%	1.7%	7%	-0.3	i	-2%	2%	-6%	21%
Cc1ccc(C(=O)OCC(=O)NCc2ccc(Cl)cc2)s1	x	-2.3%	-12%	0.9	i	x	2%	-37%	x
O=C(O)CC(c1cccc2ccccc12)N1Cc2ccccc2C1=O (stereo not given)	-24%	-0.1%	10%	0.9	i	-4%	-1%	8%	-4%
CC(=O)Nc1cccc(NC(=O)c2c(-c3c(Cl)cccc3Cl)noc2C)c1	-28%	0.3%	-1%	0.9	u	-4%	4%	-61%	-4%
COc1ccc(C(C)(O)c2nc(-c3cccc(NC(C)=O)c3)cs2)cc1 (stereo not given)	20%	5.8%	u	-0.5	i	x	2%	-11%	x
CCCCCCCOC1(c2ccccc2)OC(=O)c2ccccc21 (stereo not given)	-15%	-0.8%	u	-2.8	i	18%	10%	-12%	-9%
O=C(CSc1nc2ccccc2s1)N/N=C/c1ccccc1C(=O)O	x	5.6%	-11%	-0.6	i	6%	7%	-6%	27%
COc1ccc(NC(=O)CCS(=O)(=O)c2ccc3nc(C)sc3c2)cc1Cl	x	3.8%	-48%	x	x	1%	x	-11%	16%
COc1ccc(NC(=O)CSc2nc(-c3ccc(OC)c(OC)c3)[nH]c2-c2ccc(C)cc2)cc1	-12%	8.5%	u	x	i	-11%	x	-37%	-4%
CC(=O)Nc1ccc(S(=O)(=O)NCc2cccnc2)cc1	5%	-0.3%	4%	3.3	u	-5%	3%	-2%	-2%
COCC(=O)Nc1ccc(Br)cc1	13%	-0.6%	5%	-1.0	i	-6%	4%	3%	-11%
Cc1ccc(C(=O)OC2OC(=O)C(Cl)=C2N2CCOCC2)cc1 (stereo not given)	-20%	-0.6%	-13%	-3.7	i	7%	17%	-19%	-14%
O=C1C2C3c4ccccc4C(c4ccccc43)C2C(=O)N1c1ccncc1 (stereo not given)	-24%	-0.9%	-11%	0.3	i	0%	21%	-8%	-22%
Cc1ccc(C)c(OCC(=O)Nc2cc(NC(=O)COc3cc(C)ccc3C)cc(C(=O)O)c2)c1	34%	-0.2%	-22%	0.0	i	-1%	0%	-2%	6%
COc1ccc(-c2cc(C(=O)N3CCN(C(c4ccccc4)c4ccccc4)CC3)no2)cc1OC	2%	-0.5%	-4%	-1.6	i	16%	12%	-4%	x
Cc1cc(C)c(Nc2ncnc3c2cnn3C)c(C)c1	-3%	2.8%	-4%	x	i	10%	x	-1%	x
COc1cccc(C(O)c2nc(-c3ccc4ccccc4c3)cs2)c1 (stereo not given)	35%[activator]	4.4%	-20%	0.0	i	x	20%	-31%	x
COc1cc(NC(=O)c2nc3ccccc3n(C)c2=O)cc(OC)c1OC	11%	u	29%	x	i	-8%	x	7%	12%
O=C(Nn1cnc2ccccc2c1=O)c1ccccc1F	2%	0.3%	-3%	1.0	i	0%	7%	-8%	26%
COc1cc(C)nc(N2CCC(C(N)=O)CC2)n1	2%	-0.4%	-3%	0.5	i	-1%	9%	-5%	14%
CC(=O)c1cccc(NC(=S)N2CCN(S(C)(=O)=O)CC2)c1	11%	0.1%	-1%	-0.6	i	5%	5%	-16%	26%
Cc1ccc(Nc2nc(NCCO)nc(N3CCCC3)n2)cc1	-7%	0.9%	-41%	0.0	i	-3%	2%	-20%	-16%
Cc1ccc(CNC(=O)c2ccc(C#CC(C)(C)O)s2)cc1	24%	-0.2%	-1%	-1.4	i	1%	-4%	3%	16%
Cc1ccc2c(c1)Oc1ccc(NC(=O)CCCl)cc1C(=O)N2	x	4.3%	u	-2.3	i	-6%	12%	0%	7%
CCC(CC)C(=O)Nc1nnc(-c2cccs2)s1	10%	15%	5%	0.9	i	-8%	-2%	-6%	-28%
CCOC(=O)c1ccc(N2CCN(c3cc(C)ccc3C)CC2)c(NC(=O)Nc2ccc(CC)cc2)c1	x	-0.1%	3%	x	x	-2%	x	0%	x

# Going on with the list.
SMILES	ATXN2 expr inh	Nrf2 ARE act	TGFb SMAD3 inh	IL-2 act	S2 tox	A549 tox	EPAC2 ag	HepG2 viability	Nrf2 block
CN(C)c1ccc(C(=O)OCC(=O)Nc2ccc(S(N)(=O)=O)cc2)cc1	2%	0.6%	3%	-0.6	i	-2%	23%	-12%	-1%
Cc1ccc(CNC(=O)CSc2nnnn2C)cc1	x	0.3%	0%	-1.6	x	5%	2%	-5%	5%
Cc1cc(C(=O)CSc2nc(N)cc(=O)[nH]2)c(C)n1CCc1ccc(Cl)cc1	-13%	3.3%	-11%	-0.1	i	-12%	5%	-7%	u
COc1cc(-c2nn3c(-c4cc(-c5ccccc5)n[nH]4)nnc3s2)cc(OC)c1OC	x	x	-2%	x	x	u	x	-8%	21µM*
COc1cccc(Cc2nc3ccccc3nc2SCC(=O)N2CCCc3ccccc32)c1	x	4.2%	-13%	x	x	19%	x	-14%	x
O=C(CSc1nnc(C23CC4CC(CC(C4)C2)C3)o1)Nc1ccc(N2CCOCC2)c(Cl)c1	-9%	-0.5%	10%	-2.3	i	9%	-10%	-5%	x
